Screening results as filed in PubChem BioAssay.
Pf gamet viab = late stage P. falciparum gametocyte viability inhibitors, primary screen, ATP luminescence, HTS; P. falciparum stage V gametocytes, 24 h; inhibition, % at 10.9 µM; actives 0.065% (n = 150,000); AID 743093, 2013;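 active = inhibition above the mean plus 3 SD of compounds within the control limits, set per campaign, cut at about 38% in these data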;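 note: 0% = DMSO wells and 100% = medium only without gametocytes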
Avidin fluor = green autofluorescence of compounds with avidin beads – biophysical, 488/530 nm, flow cytometry, artefact control, profiling panel; actives 0.38% (n = 220,000); compound fluorescence 488/530 nm; stronger effect = higher value; fluorescence (KMESF) at 10 µM; AID 1775, 2009; in the data active = fluorescence above about 47; note: inactives centre near 10
Rac1 wt modul = wildtype Rac1 GTP binding modulators, primary screen, biochemical, GST-Rac1 beads, flow cytometry, multiplex; GTP binding activity (% of control), % at 10 µM; actives 0.27% (n = 190,000); fluorescent GTP binding; actives lie on both sides; 0 = cold GTP competed, 100 = untreated;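 active = GTP binding activity at least 20 points away from the 100% control level, either lower or higher; inconclusive = compound flagged as likely green fluorescent, judged across all proteins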
Mcl1 Noxa PPI = Mcl-1/Noxa binding inhibitors, primary screen, biochemical, TR-FRET, 1536-well; TR-FRET Mcl-1/Noxa peptide binding, 2 h; inhibition, % at 21.7 µM; actives 1.5% (n = 220,000);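 active = compounds that cut the protein-peptide binding signal by more than 50% relative to plate controls in a single-dose test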;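 note: His-tagged Mcl-1 with rhodamine Noxa BH3 peptide and terbium anti-His antibody; 0% = Mcl-1 plus Noxa peptide wells and 100% = peptide-only wells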
Target sequence (Q07820 whole entry, looked up): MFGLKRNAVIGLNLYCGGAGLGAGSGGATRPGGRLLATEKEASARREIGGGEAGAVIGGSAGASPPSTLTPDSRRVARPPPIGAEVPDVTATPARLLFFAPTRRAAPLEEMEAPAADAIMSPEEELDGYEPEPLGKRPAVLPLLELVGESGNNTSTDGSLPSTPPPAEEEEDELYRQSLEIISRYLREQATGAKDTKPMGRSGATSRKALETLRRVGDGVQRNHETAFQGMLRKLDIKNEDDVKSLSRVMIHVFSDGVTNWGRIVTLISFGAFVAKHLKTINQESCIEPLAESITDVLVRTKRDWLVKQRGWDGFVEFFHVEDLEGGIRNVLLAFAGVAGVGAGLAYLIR
Rab2 wt GTP = modulators of GTP binding to Rab2A wildtype, primary screen, biochemical, dog, bead-based flow cytometry, multiplex; Ras-related protein Rab-2A (Canis lupus familiaris), P61105; GST-Rab2 wt beads, Bodipy-GTP binding; GTP binding activity, % at 10 µM; actives 0.19% (n = 190,000); AID 760, 2007;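 active = GTP binding activity at least 20 points away from 100%, either lowered or raised; inconclusive = signal likely due to the compound's own green fluorescence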;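 note: 0% = beads with excess unlabeled GTP and 100% = no-compound control corrected for plate trend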
GSH fluor = compound fluorescence on glutathione beads, profiling panel, artefact control, biophysical, 488/530 nm, flow cytometry. GSH beads flow cytometry, compound fluorescence 488/530 nm; stronger effect = higher value. fluorescence (KMESF) at 10 µM. actives 0.25% (n = 190,000); in the data active = fluorescence above about 89;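 note: glutathione beads carrying GST-tagged Bcl family fusion proteins plus one bare bead set; values are compound well signal with DMSO vehicle wells as background; inactives centre near 16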
Cdc42 wt = modulators of GTP binding to wildtype Cdc42, primary screen, biochemical, multiplex bead flow cytometry, Bodipy-GTP; Cell division control protein 42 homolog (Homo sapiens), P60953; GST-Cdc42 beads; actives lie on both sides; percent activity (GTP binding), % at 10 µM; actives 0.2% (n = 190,000); AID 761, 2007;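 active = percent activity GTP binding at least 20 points away from the 100% baseline, either down as inhibitor or up as activator; inconclusive = compound flagged as likely green fluorescent from well-wide comparison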;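 note: median bead fluorescence of bound Bodipy-FL-GTP at 100 nM; 0% = excess unlabeled GTP control and 100% = no compound control; below 100% means less GTP binding so inhibitor and above means activator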
Target sequence (P60953 whole entry, looked up): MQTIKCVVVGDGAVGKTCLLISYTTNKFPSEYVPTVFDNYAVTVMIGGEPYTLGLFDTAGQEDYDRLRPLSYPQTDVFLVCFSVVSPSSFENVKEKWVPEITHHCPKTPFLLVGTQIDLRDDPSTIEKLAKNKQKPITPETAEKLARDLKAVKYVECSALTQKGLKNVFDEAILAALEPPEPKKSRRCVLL
Rac1 act GTP bind = GTP binding modulators of activated mutant Rac1, primary screen, biochemical, bead-based flow cytometry, multiplex, fluorescent GTP | actives 0.11% (n = 190,000) | Ras-related C3 botulinum toxin substrate 1 (Homo sapiens), P63000 | percent activity (GTP binding), % at 10 µM | GST-Rac1 activated beads; actives lie on both sides; 100% means binding = to untreated wells;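 active = GTP binding at least 20 percentage points away from the 100% baseline, in either direction, so actives lie on both sides; inconclusive = Compound likely fluorescent itself, or too few beads counted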
HRas wt GTP bind = modulators of GTP binding to HRas wildtype, primary screen, biochemical, bead-based flow cytometry, multiplex | actives 0.14% (n = 190,000) | GST-Ras wt beads, Bodipy-FL-GTP binding; actives lie on both sides | AID 759, 2007 | GTP binding activity, % at 10 µM | GTPase HRas (Homo sapiens), P01112;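 active = GTP binding activity at least 20% away from the 100% baseline, either lowered as inhibitor or raised as activator; inconclusive = flagged as likely green fluorescent, judged across all proteins in the well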;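 note: 0% = unlabeled GTP competition control and 100% = no-compound control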
Target sequence (P01112 whole entry, looked up): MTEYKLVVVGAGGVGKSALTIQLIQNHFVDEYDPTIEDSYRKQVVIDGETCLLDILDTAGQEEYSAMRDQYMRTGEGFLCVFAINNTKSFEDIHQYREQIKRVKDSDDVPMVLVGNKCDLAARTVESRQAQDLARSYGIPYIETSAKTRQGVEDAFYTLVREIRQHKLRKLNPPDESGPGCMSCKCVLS
Mcl1 Bid PPI = Mcl-1/Bid binding inhibitors, primary screen, biochemical, TR-FRET, 1536-well | inhibition, % at 21.7 µM | TR-FRET Mcl-1/Bid-Dy647 peptide binding | Induced myeloid leukemia cell differentiation protein Mcl-1 (Homo sapiens), Q07820 | actives 0.97% (n = 220,000) | AID 1021, 2008;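 active = compounds that cut the binding signal by more than half at the single screening dose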;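 note: His-tagged Mcl-1 with europium anti-His antibody binding Bid BH3 peptide; 0% = Mcl-1 plus peptide wells and 100% = peptide-only wells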
Rab7 wt modul = modulators of GTP binding to Rab7, primary screen, biochemical, wildtype, multiplex bead flow cytometry | Rab7 GTPase wild type (dog), Bodipy-FL-GTP binding | GST-Rab7 beads, fluorescent GTP binding; actives lie on both sides; untreated = 100%, excess cold GTP = 0% | GTP binding activity (percent of control), % at 10 µM | actives 0.055% (n = 190,000);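 active = fluorescent GTP binding to Rab7 beads changed by at least 20 points from the 100% baseline, either direction, mostly lower; inconclusive = compound itself probably fluorescent, or too few beads counted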;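 note: median green fluorescence of bound Bodipy-FL-GTP per Rab7 bead population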
Active calls of the source: *; ? = inconclusive; . = no result given; & = joins results of further samples. This is a random part of the collection, and some 3% of all compounds hit somewhere here.

molecule	Pf gamet viab	Avidin fluor	Rac1 wt modul	Mcl1 Noxa PPI	Rab2 wt GTP	GSH fluor	Cdc42 wt	Rac1 act GTP bind	HRas wt GTP bind	Mcl1 Bid PPI	Rab7 wt modul
N#CCC(CNc1ncc(C(F)(F)F)cc1Cl)OC(=O)c1cccc(C(F)(F)F)c1 (centres undefined)	16	11	97	9	99	22	97	98	98	-4	95
O=C(Cn1cncn1)NCc1cccc(C(F)(F)F)c1	17	9	101	13	97	18	97	98	98	-4	101
COc1ccc(Cl)cc1C(=O)NNC(=S)NC(=O)c1cc(-c2ccc(Cl)cc2)nc2ccccc12	.	6	94	-29	95	11	94	91	96	-60	96
CC1CC(=O)N(CC(=O)NCc2ccc3c(c2)OCO3)c2ccccc2S1 (centres undefined)	.	12	103	5	101	15	105	100	103	11	99
CC1=C(C#N)C(Nc2cc(C)ccn2)(C(F)(F)F)C(=O)N1 (centres undefined)	-38	6	104	8	99	42	102	102	100	0	99
CCOC(=O)CNc1c(-c2ccccc2)nc2ccc(Cl)cn12	.	12	106	18	103	13	108	102	105	-15	100
Cc1ccc2nc(SC(C)C(=O)NC3CCCc4ccccc43)[nH]c2c1 (centres undefined)	-15	11	101	11	95	11	96	95	95	84*	89
COc1ccc(NC(=O)C23CC4CC(C2)CC(n2cnc(Br)n2)(C4)C3)cc1OC	.	7	99	1	97	55	99	96	98	-29	98
CC(C)CN1C(=O)NC(NC(=O)c2cccs2)(C(F)(F)F)C1=O (centres undefined)	14	11	107	2	104	11	104	101	104	-15	102
CSCCC(N=Cc1c(O)n(-c2ccc(F)cc2)c(=O)[nH]c1=O)C(=O)O (centres undefined)	.	8	104	-3	99	4	100	98	100	-30	101
O=Cc1ccc(O)c(O)c1	.	7	102	19	102	19	104	100	101	-17	101
O=C(COc1ccc([N+](=O)[O-])cc1)Nn1cnnc1	.	12	?	9	?	13	?	?	?	9	?
O=C(Nc1ccc2nsnc2c1)NC1CCCCC1	.	12	100	-6	102	17	102	101	101	-21	94
C[C@H](NC(=O)c1nc[nH]c1C(=O)NC1CCN(C(=O)OC(C)(C)C)CC1)C(=O)OCc1ccccc1	.	7	95	-21	94	17	97	97	96	-7	95
CC1CCN(c2nc(Cl)nc(Nc3ccc([N+](=O)[O-])cc3)n2)CC1	1	4	105	-9	97	18	94	97	100	11	102
Cc1ccc(-c2csc(N3CCC(NS(=O)(=O)c4ccc5c(c4)OCCO5)CC3)n2)cc1	.	26	100	7	97	54	97	98	100	-92	96
O=C(CN1C(=O)NC2(CCCCCC2)C1=O)N1CCC(Cc2ccccc2)CC1	-19	5	99	23	96	60	99	99	98	-11	95
Cc1cc([N+](=O)[O-])nn1CC(=O)Nc1cnc2ccccc2c1	18	16	98	11	102	15	96	97	98	-7	107
N#Cc1ccsc1NC(=O)CN1CCN(c2ccccc2O)CC1	-3	15	106	28	96	9	104	100	101	-21	104
CCOc1nc(NCCN2CCOCC2)nc(Nc2ccc(C)cc2)n1	.	17	100	7	99	10	102	99	100	-20	99
CC(C)CCNC(=O)C1CC(=O)N(C2CCCC2)C1 (centres undefined)	.	12	106	-8	102	43	98	100	100	-32	101
O=C1C2CCCN2C(c2ccccc2)N1c1nccs1 (centres undefined)	13	12	105	14	100	33	102	99	100	14	101
OCCNCCOc1ccccc1F	.	28	95	-7	96	17	98	94	99	-7	96
O=C(Oc1ccc2[nH]cc(CCN3C(=O)c4ccccc4C3=O)c2c1)c1ccco1	20	10	105	-8	103	11	105	103	103	-26	103
CC(=O)NS(=O)(=O)c1ccc(NC(=O)CC(C)c2ccccc2)cc1 (centres undefined)	.	9	98	12	100	17	99	95	99	-3	104
O=C(c1ccc(F)cc1)c1cnc(Nc2ccccc2)s1	.	8	99	24	99	15	99	96	99	-27	100
S=c1nc(Cc2ccc(Cl)cc2)[nH]c2ccccc12	10	22	94	26	95	12	96	93	96	-24	95
CCn1c(SCC(=O)NCc2ccco2)nnc1-c1ccncc1	.	6	103	14	102	71	99	94	101	-17	109
Cc1ccc(NC(=O)CNC(=O)c2ccccc2F)cc1Cl	.	14	92	-4	92	24	95	92	92	10	91
CCNC(=S)N1CCc2cc(OC)c(OC)cc2C1COc1ccccc1OC (centres undefined)	-15	11	99	0	96	11	97	96	95	-28	95
CCCCN(Cc1cc2ccccc2[nH]c1=O)S(C)(=O)=O	16	4	103	14	98	24	95	96	99	98*	98
Cc1cc(NC(=O)C2CC2)ncc1NC(=O)C12CC3CC(CC(C3)C1)C2	.	6	108	22	100	15	100	99	102	4	101
c1cncc(-c2nc3ccccc3[nH]2)c1	.	7&10	92	20	91	29	98	93	94	-37&-22	94
CCCCCCOC(=O)CCc1c(C)nc(N)[nH]c1=O	.	9	108	17	103	10	105	101	102	9	103
CCOC(=O)CNC(=O)CSc1nc2cccnc2n1Cc1ccccc1	.	27	100	-6	98	20	101	97	99	-68	98
C=CCOn1c(C)c(C(C)=O)c2c3no[n+]([O-])c3ccc21	-7	5	104	3	102	12	102	98	102	2	101
O=C(NCc1ccco1)/C(=C/c1ccco1)NC(=O)c1ccc(Br)o1	-2	12	99	8	99	11	98	100	98	-39	96
CCOC(=O)C1CCCN(C(=O)c2ccc3c(c2)NC(=O)C(N2CCOCC2)S3)C1 (centres undefined)	.	10	99	-2	97	37	100	95	98	-4	97
O=C(c1ccc(Cl)cc1)N1C2C=CC(C2)C1(C(F)(F)F)C(F)(F)F (centres undefined)	-7	3	98	6	99	24	97	98	97	0	92
COc1ccc(Cl)cc1C(=O)NNC(=S)NC(=O)/C=C/c1ccco1	.	17	88	10	98	11	92	93	95	41	100
COc1ccccc1C1=NC(c2ccc(C)cc2)N=C1C (centres undefined)	.	9	95	11	95	16	97	96	96	-4	98
COc1ccc(C(C)=O)cc1COC(=O)c1cccnc1SC	-5	10	96	24	95	17	94	95	96	11	100
CC(C)(C)C(=O)Nc1ncccc1C(O)c1cccc(C(F)(F)F)c1 (centres undefined)	10	11	98	7	98	19	96	96	98	-12	99
Cn1cccc1-c1nc2ccc(NC(=O)c3cccs3)cc2[nH]1	.	13	101	33	97	22	101	99	98	-10	97
O=C(O)CCCNC(=O)CC1S/C(=N/N=C/c2ccccc2O)NC1=O (centres undefined)	5	23	96	-22	94	9	94	96	98	-32	103
O=C(N/N=C/c1cccc([N+](=O)[O-])c1)c1ccc(COc2ccccc2-c2ccccc2)cc1	14	6	100	15	99	11	98	96	97	-1	97
O=C(CSc1ccc(Cl)cc1)N1CCN(c2ncc(C(F)(F)F)cc2Cl)CC1	-4	13	93	-23	92	33	96	91	97	-27	98
Cc1cc(Br)ccc1NC(=O)CNC(=O)Cn1ncc(Cl)c(Cl)c1=O	22	6	97	-62	96	21	97	96	97	-18	102
CN(c1ccc(OCC(=O)OCC(=O)NC2CCCC2)cc1)S(=O)(=O)c1ccc2ccccc2c1	1	8	97	16	98	12	98	92	95	-23	105
CC(C)CNC(=O)COC(=O)c1cc(Cl)cc(Cl)c1N	.	7	105	1	103	265*	103	101	104	-15	105
COc1ccc(CC(=O)NNC(=O)c2ccncc2)cc1	-8	14	102	-4	93	16	98	96	97	-10	95
CC(=O)C1=C(O)C(=O)N(c2cccnc2)C1c1ccc([N+](=O)[O-])cc1 (centres undefined)	-20	9	100	6	100	21	100	95	95	-29	102
Cn1c(-c2ccc(Cl)cc2)ccc(C#N)c1=O	-26	12	96	-27	96	42	96	90	96	-20	96
Cc1ccc(C(C(=O)NC2CCCC2)N(Cc2cccnc2)C(=O)c2snc(C(N)=O)c2N)o1 (centres undefined)	-39	28	95	10	98	13	98	97	97	-14	96
Cc1ccc(NC(=O)N(Cc2cccnc2)Cc2ccco2)cc1C	7	36	90	15	91	11	93	91	94	-12	91
Cc1cc(N2CCN(S(=O)(=O)c3ccc(C)c(C)c3)CC2)c2ccccc2n1	.	19	95	1	96	14	98	94	97	13	93

(further entries)
molecule	Pf gamet viab	Avidin fluor	Rac1 wt modul	Mcl1 Noxa PPI	Rab2 wt GTP	GSH fluor	Cdc42 wt	Rac1 act GTP bind	HRas wt GTP bind	Mcl1 Bid PPI	Rab7 wt modul
CCOc1ccccc1NC(=S)NC(=O)CCCOc1ccc(Cl)cc1Cl	-30	7	97	1	96	33	96	94	97	4	99
COC(=O)CSc1nnc(-c2ccc(S(=O)(=O)N3CCC(C)CC3)cc2)o1	3	34	103	7	100	42	101	98	100	-5	103
N=c1n(CCO)c2ccccc2n1Cc1ccccc1Cl	.	36	98	3	98	14	101	98	98	-23	98
CCOC(=O)CSc1nnc(CSc2nc3sc4c(c3c(=O)[nH]2)CCC4)n1-c1ccccc1	24	15	101	8	98	37	98	95	101	15	102
CC1CCCN(c2nc3c(c(=O)n(C)c(=O)n3C)n2CCSc2nc3ccccc3s2)C1 (centres undefined)	2	5	102	15	97	34	98	97	100	-6	101
CCOc1ccccc1Nc1nc2ccccc2n1C(C)C	-16	11	104	-1	100	20	96	96	97	-10	101
CC(=O)NCC(=O)N(c1c(C)n(C)n(-c2ccccc2)c1=O)C1(C(=O)NC2CCCC2)CCCCC1	-26	10	92	.	89	31	96	92	95	-9	93
OC(CNCCc1ccc(C(F)(F)F)cc1)COc1cccc2ccccc12 (centres undefined)	17	12	100	15	95	6	99	97	95	-4	97
CCOC(=O)C1(Cc2ccccc2)CCN(Cc2ccon2)CC1	.	14	106	9	103	11	105	99	100	-5	102
Cc1ccc(S(=O)(=O)N(C)C)cc1NC(=O)COC(=O)Cc1ccc(Br)cc1	-12	11	99	23	93	22	93	95	95	-8	94
O=C(NCCCCCNC(=O)c1ccco1)c1ccco1	.	19	102	18	102	27	99	97	100	2	102
Cc1nn(-c2ccccc2)c(N2CCCC2)c1/C=N/O	.	10	110	2	104	11	108	101	104	-13	101
